# Apaf1 inhib: inhibitors of human Apaf-1 apoptosome, primary screen, biochemical, DEVD-Rh110 fluorescence, uHTS; Apoptotic protease-activating factor 1 (Homo sapiens), O14727; reconstituted apoptosome caspase-3 activity; inhibition, % at 20 µM; AID 489030, 2010; 330,000 compounds, 0.71% hits; active means inhibition of at least 40% at 20 µM;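 further: plate controls were DMSO wells for no effect and DEVD-CHO caspase inhibitor wells for full effect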
#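 Assay system – apoptosome proteins · Medium – Hepes buffer, pH 7.5 · Also added – cytochrome c with DEVD-Rh110 · Timing – 30 min compound preincubation, 50 min activation, room temperature · Detection – Rh110 fluorescence, excitation 480 nm, emission 540 nm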
# TIM10 inh: growth inhibitors of isogenic TIM10 control yeast, primary screen, counter-screen for tim10-1 yeast inhibitor project, luminescence, uHTS; 330,000 compounds, 1.4% hits; inhibition, % at 10 µM; AID 463195, 2010; S. cerevisiae TIM10 strain growth, BacTiter-Glo luminescence, 24 h;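 active means inhibition of 40% or more at the single tested concentration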;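 further: wild-type TIM10 isogenic control strain grown at permissive 25 °C; 0% = DMSO yeast wells and 100% = minimal medium wells without yeast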
# mIAP block: inhibitors of mouse IAP, primary screen, biochemical, luminescence, uHTS. intestinal alkaline phosphatase [Mus musculus]. purified mouse IAP, CDP-Star luminescence, 30 min. inhibition, % at 10 µM. 330,000 compounds, 0.2% hits. AID 2806, 2010;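 active means inhibition of at least 40% at 10 µM in the primary screen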;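 further: plate controls were DMSO with enzyme for no effect and no enzyme wells for full effect; values of inactives mirror those of a sister screen read the other way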
# NLRP3 yeast inh: NALP3 inflammasome inhibitors in reconstituted yeast, primary screen, luminescence, uHTS; inhibition, % at 10 µM; 330,000 compounds, 0.39% hits; Yeast reconstituted NLRP3/ASC/caspase-1, beta-gal luminescence, 24 h; AID 2825, 2010;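 active means inhibition of 50% or more; inactive means inhibition below 50%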;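 further: plate controls were induced DMSO wells for no effect and uninduced yeast grown without galactose for full effect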
# hIAP block: human IAP inhibitors, primary screen, biochemical, luminescence, uHTS; inhibition, % at 10 µM; 330,000 compounds, 0.12% hits; AID 2544, 2010; purified IAP, CDP-Star luminescence, 30 min;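 active means inhibition reaching a set limit with compound at 10 µM in the primary screen, cut at about 35% in these data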;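 further: plate controls were DMSO wells with enzyme for no effect and no-enzyme buffer wells for full effect; values of inactives mirror those of a sister screen read the other way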
# Target sequence (P09923 whole entry, looked up): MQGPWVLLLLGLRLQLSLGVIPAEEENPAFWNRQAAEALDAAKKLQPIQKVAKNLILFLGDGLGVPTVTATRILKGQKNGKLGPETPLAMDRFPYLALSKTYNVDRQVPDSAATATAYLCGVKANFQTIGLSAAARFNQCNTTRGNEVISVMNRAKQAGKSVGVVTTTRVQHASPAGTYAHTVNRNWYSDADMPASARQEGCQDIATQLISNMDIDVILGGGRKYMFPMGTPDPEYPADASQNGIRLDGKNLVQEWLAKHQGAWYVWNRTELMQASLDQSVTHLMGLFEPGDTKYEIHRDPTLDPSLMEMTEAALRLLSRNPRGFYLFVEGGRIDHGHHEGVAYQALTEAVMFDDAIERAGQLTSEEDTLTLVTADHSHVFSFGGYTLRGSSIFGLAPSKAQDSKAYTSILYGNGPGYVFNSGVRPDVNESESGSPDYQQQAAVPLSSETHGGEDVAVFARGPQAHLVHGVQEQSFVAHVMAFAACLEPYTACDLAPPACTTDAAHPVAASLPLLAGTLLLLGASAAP
# hIAP activ: human IAP activators, primary screen, biochemical, luminescence, uHTS; purified human IAP, CDP-Star luminescence, 30 min; hits give high values; 1 = vehicle-only enzyme, 0 = enzyme-free background; activation factor at 10 µM; 330,000 compounds, 0.16% hits; AID 2524, 2010;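 active means activation factor of the enzyme at least 2-fold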; further: the source names both 10 and 20 µM as test concentration; values of inactives mirror those of a sister screen read the other way
# mIAP act: activators of mouse IAP, primary screen, biochemical, luminescence, uHTS; muIAP, CDP-Star luminescence, 30 min; hits give high values; 1 = vehicle-only enzyme signal, 0 = enzyme-free wells; activation factor at 10 µM; 330,000 compounds, 0.24% hits; AID 2805, 2010;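 active means activation factor of at least 2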; further: the source names both 10 and 20 µM as test concentration; values of inactives mirror those of a sister screen read the other way
#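 System: Mouse IAP enzyme | Also added: CDP-Star substrate | Dosing: Compounds dispensed in DMSO | Schedule: 30 min enzyme-substrate-compound incubation at room temperature | Technique: Chemiluminescence readout | Control set: DMSO-only wells and no-enzyme negative control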
# ATG4B inh: ATG4B protease inhibitors, primary screen, biochemical, fluorescence, uHTS. ATG4B cleavage of LC3-PLA2, NBD-HPC fluorescence, 1 h. inhibition, % at 8.33 µM. 340,000 compounds, 0.51% hits; in the data active means inhibition above about 40%
# Target sequence (Q9Y4P1 whole entry, looked up): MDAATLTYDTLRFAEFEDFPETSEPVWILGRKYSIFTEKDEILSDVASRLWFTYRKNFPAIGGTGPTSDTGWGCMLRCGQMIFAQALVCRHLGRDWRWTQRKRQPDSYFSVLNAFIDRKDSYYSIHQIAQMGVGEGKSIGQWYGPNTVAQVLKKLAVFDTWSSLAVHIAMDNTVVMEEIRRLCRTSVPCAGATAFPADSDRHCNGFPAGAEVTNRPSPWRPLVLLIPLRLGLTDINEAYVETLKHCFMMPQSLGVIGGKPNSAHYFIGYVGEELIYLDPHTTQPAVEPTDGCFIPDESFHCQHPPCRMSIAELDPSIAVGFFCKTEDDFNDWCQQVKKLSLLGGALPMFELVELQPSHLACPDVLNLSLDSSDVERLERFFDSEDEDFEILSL
# tim10-1 inh: growth inhibitors of tim10-1 mutant yeast, primary screen, luminescence, uHTS | S. cerevisiae tim10-1 ts strain growth, BacTiter-Glo, 24 h | inhibition, % at 20 µM | 330,000 compounds, 2.2% hits | AID 463190, 2010;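 active means inhibition of at least 40%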;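 further: mutant grown at 25 °C; 0% = DMSO wells with yeast and 100% = wells holding no yeast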
# Numbers without * were called inactive; nt = no result given. An unsorted share of the library; 4.5% or so of the library scored in one or more.
SMILES,Apaf1 inhib,TIM10 inh,mIAP block,NLRP3 yeast inh,hIAP block,hIAP activ,mIAP act,ATG4B inh,tim10-1 inh
FC(F)(F)c1cccc(NC(=S)NCCN2CCOCC2)c1,-1.8,12.4,-1.6,-18.6,1.9,0.981,1.02,-3.4,6.3
Cc1c(C=O)c2cc(OCc3ccccc3)ccc2n1C,2.0,7.0,-2.2,45.1,-5.9,1.06,1.02,0.8,18.5
CCOC(=O)C1CCN(c2ncnc3c2nnn3Cc2ccccc2Cl)CC1,12.5,26.1,-5.1,11.2,14.3,0.857,1.05,-5.0,24.1
COc1cccc(N2CC(C(=O)Nc3nnc(SCC(=O)NCc4ccco4)s3)CC2=O)c1 (centres undefined),7.3,0.6,9.6,2.9,-13.9,1.14,0.904,-0.1,-2.2
CCC(=O)Nc1ccc(NC(=O)CSc2nnnn2CC)cc1C,1.0,-2.9,-6.4,8.9,0.3,0.997,1.06,8.5,-5.0
CCOc1cc(/C=C2\SC(=O)N=C2N)ccc1O,9.9,0.6,20.5,7.5,-24.5,1.25,0.795,-8.4,10.6
Cc1cc(Cl)ccc1NC(=S)N1CCN(C(=O)c2ccco2)CC1,0.6,-14.8,1.3,4.9,-17.3,1.17,0.987,-1.1,2.9
COc1cccc(-c2cc(C(F)(F)F)nc(N3CCC(C)CC3)n2)c1,5.6,-6.6,14.3,6.2,-7.5,1.07,0.857,-10.3,5.3
O=C(CN1CCOCC1)Nc1ccc2c(c1)OCCO2,-13.1,-22.5,0.7,6.0,-18.1,1.18,0.993,6.2,-10.1
C/C(=N\Nc1cc(N2CCOCC2)ncn1)c1ccc(O)cc1,0.9,-15.0,-5.3,23.6,-0.3,1,1.05,-3.6,-2.8
Fc1ccccc1-c1nc(-c2ccccc2)no1,13.2,5.3,-1.4,-0.8,-9.0,1.09,1.01,15.8,10.7
CC(=O)Nc1ccc(S(=O)(=O)NNC(=O)c2ccc([N+](=O)[O-])cc2)cc1,-18.3,6.0,-5.2,12.2,-11.0,1.11,1.05,-1.7,-6.0
CCCCn1c(N)c(N(CCOC)C(=O)CSCc2c(C)noc2C)c(=O)[nH]c1=O,3.5,-0.2,-11.9,13.3,19.8,0.802,1.12,1.7,-2.0
O=C(NC1CCc2ccccc21)C12CN(Cc3ccccc3)CC1C(c1cccc([N+](=O)[O-])c1)=NO2 (centres undefined),4.8,3.8,7.4,22.0,16.0,0.84,0.926,17.4,5.5
Cc1oc2ccc(O)cc2c1C(=O)OC(C)C,-0.2,-9.2,-1.0,13.0,-11.1,1.11,1.01,-25.2,7.7
O=C1C2C3C=CC(CC3)C2C(=O)N1/N=C/c1ccc(O)c(O)c1 (centres undefined),-7.4,2.4,31.9,4.2,4.5,0.955,0.681,-2.7,12.2
O=C(O)/C(=C1/OC(=O)c2ccccc21)c1ccccc1,-11.5,-7.5,7.0,-21.9,-3.0,1.03,0.93,0.4,-7.8
O=C1c2ccccc2C(=O)N1CCCC(=O)N1CCc2ccccc21,13.5,-6.0,-6.0,8.6,-21.4,1.21,1.06,-0.7,2.0
COc1cc(OC)c(C(=O)Nc2ccccc2-c2ccccc2)cc1OC,8.2,21.3,9.2,18.7,6.7,0.933,0.908,11.2,13.7
CC(C)Cn1c(SCc2nc3ccccc3c(=O)[nH]2)nc2ccccc2c1=O,-4.3,2.0,7.9,-0.5,5.2,0.948,0.921,15.7,21.8
O=C(CCNC(=O)Cn1ccc2ccccc2c1=O)NCc1ccccn1,2.4,3.5,-3.2,1.8,6.1,0.939,1.03,-3.9,-12.0
Cc1cccnc1NC(=O)c1ccc(S(=O)(=O)N2CCC(C)CC2)cc1,-1.4,17.6,0.5,2.5,7.8,0.922,0.995,-9.7,9.7
CC(C)C(NC(=O)c1ccccc1Br)c1ccccc1 (centres undefined),3.4,1.0,0.3,-9.9,4.2,0.958,0.997,-9.3,16.3
Cc1cc(C)cc(-c2nnc(SCC(=O)NCc3cccs3)o2)c1,-2.1,-25.9,-6.9,28.3,11.7,0.883,1.07,-4.6,18.7
COc1ccc(C(=O)NNC(=O)CSc2nc3c(c(=O)n(C)c(=O)n3C)n2C)cc1,-1.7,6.5,3.7,0.5,-26.6,1.27,0.963,1.7,4.9
CCCCOC(=O)c1cc(Cl)c(O)c(OC)c1,10.2,-3.8,-1.5,-88.2,1.1,0.989,1.01,4.6,23.7
CC(=O)Nc1ccc(OC(=O)c2c(-c3ccccc3Cl)noc2C)cc1,-1.3,-8.4,-19.5,8.1,-18.5,1.19,1.2,3.6,10.1
CCn1c(SCC(=O)Nc2ccccc2F)nc2c(c1=O)SC(C)C2 (centres undefined),0.2,-73.9,-2.2,11.4,-10.8,1.11,1.02,0.3,-12.4
COc1ccc(OCC(O)CN2C(=O)NC(C)(C)C2=O)cc1 (centres undefined),-3.4,2.7,-6.7,1.0,6.9,0.931,1.07,-4.1,-3.4
O=C1OCCC1Sc1ncnc2sc3c(c12)CCC3 (centres undefined),8.3,-7.8,-2.5,22.2,1.2,0.988,1.02,18.0,27.8
O=C(NCc1cccs1)C1CCCN(C(=O)Nc2ccccc2)C1 (centres undefined),-1.2,7.4,1.8,4.4,10.7,0.893,0.982,-5.7,-23.2
O=C(CCNS(=O)(=O)c1cccc2nsnc12)N1CCc2ccccc21,9.1,0.2,3.1,17.2,8.9,0.911,0.969,1.7,13.9
S=C(Nc1ccccc1)N1CCN(c2ccc(N3CCOCC3)nn2)CC1,4.2,-23.2,-2.9,1.6,2.1,0.979,1.03,-5.7,-17.0
CCc1ccc(OCC(=O)NNC(=O)Cc2cccs2)cc1,-2.5,-1.9,23.5,2.2,-1.0,1.01,0.765,-3.1,-10.6
CC(C)CC(C(=O)NC1CCCC1)N(Cc1ccc2c(c1)OCO2)C(=O)c1snc(C(N)=O)c1N (centres undefined),21.7,13.7,11.3,0.4,11.1,0.889,0.887,-8.0,37.0
COc1cccc(Cn2c(=O)ccc3ccccc32)c1,-0.3,12.1,4.4,-5.8,9.0,0.91,0.956,-14.1,16.2
O=C(CCNC(=O)C1CCN(S(=O)(=O)c2ccccc2)CC1)NCc1ccncc1,-15.6,-0.3,3.9,-2.6,5.5,0.945,0.961,-3.0,13.0
Cc1cc(C)c(NC(=O)c2cccs2)c(C)c1NC(=O)c1cccs1,3.0,-5.9,-9.5,3.7,-1.6,1.02,1.09,-4.2,12.6
Cc1cccc(NC(=O)CSc2nnc([C@H](C)NC(=O)OC(C)(C)C)o2)c1C,3.8,14.3,3.2,10.5,-10.8,1.11,0.968,2.5,2.9
O=C(NC1CC(=O)N(c2ccccc2)C1)C(=O)c1c[nH]c2ccccc12 (centres undefined),4.9,-7.4,3.0,10.7,-25.6,1.26,0.97,-6.9,9.9

# Of the compounds above, 2 contain a CF3 group.
SMILES,Apaf1 inhib,TIM10 inh,mIAP block,NLRP3 yeast inh,hIAP block,hIAP activ,mIAP act,ATG4B inh,tim10-1 inh
FC(F)(F)c1cccc(NC(=S)NCCN2CCOCC2)c1,-1.8,12.4,-1.6,-18.6,1.9,0.981,1.02,-3.4,6.3
COc1cccc(-c2cc(C(F)(F)F)nc(N3CCC(C)CC3)n2)c1,5.6,-6.6,14.3,6.2,-7.5,1.07,0.857,-10.3,5.3

# 3 of the compounds above, with values under each structure.
# Value order: Apaf1 inhib	TIM10 inh	mIAP block	NLRP3 yeast inh	hIAP block	hIAP activ	mIAP act	ATG4B inh	tim10-1 inh
Cc1cc(C)c(NC(=O)c2cccs2)c(C)c1NC(=O)c1cccs1
→ 3.0	-5.9	-9.5	3.7	-1.6	1.02	1.09	-4.2	12.6
S=C(Nc1ccccc1)N1CCN(c2ccc(N3CCOCC3)nn2)CC1
→ 4.2	-23.2	-2.9	1.6	2.1	0.979	1.03	-5.7	-17.0
CCc1ccc(OCC(=O)NNC(=O)Cc2cccs2)cc1
→ -2.5	-1.9	23.5	2.2	-1.0	1.01	0.765	-3.1	-10.6

# (list continues)
SMILES,Apaf1 inhib,TIM10 inh,mIAP block,NLRP3 yeast inh,hIAP block,hIAP activ,mIAP act,ATG4B inh,tim10-1 inh
Cc1c(Br)cc(C(=O)N2CCCC2)c(C)c1C,5.9,3.1,-0.8,14.5,0.2,0.998,1.01,-3.9,3.3
COc1cc(NC(=O)c2cc3ccccc3cc2O)c(OC)cc1Cl,17.9,-4.2,8.1,17.0,4.3,0.957,0.919,24.0,-23.8
Cn1nccc1C(=O)OCC(=O)Nc1ccc(S(N)(=O)=O)cc1,-5.5,-11.2,4.9,14.4,2.5,0.975,0.951,3.3,-7.4
O=C(CSc1nc(-c2ccc(F)cc2)cs1)Nc1ccccn1,-6.7,10.7,-1.2,3.5,23.4,0.766,1.01,3.5,6.3
O=C(COC(=O)c1ccco1)Nc1cc(S(=O)(=O)N2CCOCC2)ccc1Cl,-2.9,-7.1,-9.1,-6.9,-16.1,1.16,1.09,-3.8,10.8
CC(C)Cc1ccc(-c2cc(=O)[nH][nH]2)cc1,33.4,6.9,5.3,1.7,-19.0,1.19,0.947,-8.5,59.0*
Cn1nc(C(F)(F)F)c2cc(NC(=O)OCC(C)(C)C)sc21,6.6,25.5,-13.7,34.8,23.4,0.766,1.14,-13.3,14.7
COCCN(C(=S)Nc1cccc(OC)c1)C1CCN(C(C)=O)CC1,16.3,-2.9,3.8,-13.1,-3.9,1.04,0.962,0.0,14.1
Cc1ccccc1OCC(=O)NC(=S)Nc1ccc(Br)c(C)n1,-6.2,10.1,7.9,19.7,19.9,0.801,0.921,-10.4,6.7
CC(C)Nc1nc(Oc2ccc(Cl)cc2)cc(C(F)(F)F)n1,2.9,-3.0,5.4,7.4,3.0,0.97,0.946,5.4,16.4
CCN(c1ccc(OC)cc1)S(=O)(=O)c1nnc(NC(=O)COc2ccccc2)s1,-5.1,8.1,12.4,9.4,8.1,0.919,0.876,-6.6,-4.9
CCc1nnc(NC(=O)CSc2nnc(Cc3cccn3C)n2C)s1,6.4,9.9,3.9,-2.0,-2.1,1.02,0.961,-5.7,9.3
CN(C(=O)c1ccccc1Cl)c1ccccc1C(=O)NCc1ccccc1,5.5,2.6,-12.9,6.2,12.9,0.871,1.13,4.6,15.2
CN=c1scc(-c2ccccc2Br)n1/N=C/c1ccc[nH]1,9.8,14.5,9.5,16.0,8.6,0.914,0.905,nt,16.8
O=C(CSc1nnc2ccc(-c3ccncc3)nn12)N1CCCCC1,-16.4,-8.6,-10.9,-3.8,-10.4,1.1,1.11,3.8,9.9
CC(C)C[C@@H](CN=[N+]=[N-])N1CCN(CC(C)C)CCC1=O,-6.1,-9.8,5.2,16.6,-10.3,1.1,0.948,-6.6,-12.8
COc1ccc(/C=N/n2c(-c3cccs3)n[nH]c2=S)cc1,-11.2,31.9,2.8,36.7,1.1,0.99,0.972,-2.8,39.1
O=C(CSc1ncn[nH]1)Nc1nsc(-c2ccccc2)n1,-0.7,-6.8,12.0,1.9,-16.8,1.17,0.88,6.9,-9.2
Cc1ccc(NC(=O)CN(c2ccc(Cl)cc2)S(=O)(=O)c2cc([N+](=O)[O-])ccc2Cl)c(C)c1,33.0,3.9,2.1,18.3,6.6,0.934,0.979,17.6,44.5*

# Compound activity from PubChem.
